RGS4 block – human RGS4 inhibition. P49798. HEK293 M3R/RGS4 inducible, Fluo-4 calcium flux; hits give high values; triggered by carbachol at its EC20. B-score at 10 µM. hit rate 0.45% among 310,000;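 active = B-score, a plate-corrected calcium signal, over three deviations above library mean, with baseline fluorescence within five deviations of library mean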;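 note: RGS4 expression induced by doxycycline in cells with stable M3 receptor; B-score is computed from the integrated fluorescence ratio over baseline after carbachol; higher B-score means a larger calcium signal and so more RGS4 inhibition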
MrgX1 PAM – human MrgX1 positive allosteric modulation, primary screen | Q96LB2 | MrgX1-HEK293, Fluo-4 calcium flux, FDSS; hits give high values | B-score at 10 µM | hit rate 0.63% among 310,000 | AID 588675;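 active = plate-corrected calcium response at least 3 library SD above typical, normal starting fluorescence, not activating the receptor alone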;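 note: compound read alongside a low EC10 to EC30 dose of BAM8-22 agonist; peak minus trough fluorescence over baseline measured at the second addition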
hERG protect – shields human hERG channel from block by proarrhythmic agents | Q12809 | CHO-hERG, FluxOR thallium flux, dofetilide IC70 present | activation (rescue from dofetilide block), less the hit threshold, % at 10 µM | hit rate 0.51% among 310,000;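 active = activation above the mean of controls blocked by dofetilide plus 5 SD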;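 note: thallium influx through hERG after potassium depolarization seen as dye fluorescence rise; in these data hits start at about 4.7%; inactives centre near -7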
MrgX1 agonist – agonists of human MrgX1 receptor; Q96LB2; MrgX1-HEK293 cells, Fluo-4 calcium fluorescence, agonist mode; hits give high values; B-score at 10 µM; hit rate 0.44% among 310,000; AID 588627;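 active = calcium response B-score plate-corrected fluorescence ratio at least 3 library SD, with starting fluorescence B-score inside 5 SD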
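Assay system: stable human MrgX1 HEK293 cell line. Quantity: 15,000 cells per well. Schedule: cells plated overnight, dye loaded 0.5 h 37 °C, 0.5 h room temperature. Detection: Fluo-4 NW calcium-flux fluorescence, kinetic read. Read-out basis: peak-minus-minimum fluorescence over baseline, converted to B scores. Control set: positive and negative control wells on each plate.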
KCNQ1 block – inhibitors of human KCNQ1 potassium channel; hit rate 1.3% among 310,000; B-score at 10 µM; AID 2642; P51787; CHO-K1 KCNQ1, FluxOR thallium flux fluorescence; hits give high values;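 active = compounds whose thallium flux B-score, printed positive for inhibition, exceeds three library SD while starting fluorescence stays within three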;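 note: channel opened by potassium depolarization with thallium stimulus after 20 min compound exposure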
TMEM16A inh – mouse TMEM16A channel inhibition, primary screen; AID 588511; normalized B-score (activity score, 25-100; higher = stronger inhibition) at 10 µM; HEK293 TMEM16A/YFP iodide influx fluorescence, ionomycin; hit rate 1.2% among 310,000; Q8BHY3;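 active = ratio plate-corrected score three or more library SD toward inhibition, starting fluorescence score within five deviations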;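 note: score derived from kinetic fluorescence span divided by baseline fluorescence per well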
KCNK3 inh – human KCNK3 channel inhibition, primary screen | O14649 | CHO-KCNK3 thallium flux, FluxOR fluorescence; hits give low values | B-score at 10 µM | hit rate 0.84% among 340,000 | AID 602410;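 active = B-score under library mean minus 4 SD, starting fluorescence ratio at most library mean plus 5 SD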;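 note: more negative B-score means stronger inhibition of thallium flux through KCNK3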
RGS4 act – RGS4 potentiation or activation | HEK293 M3R/inducible RGS4, carbachol calcium flux Fluo4; hits give low values | B-score at 10 µM | hit rate 0.92% among 310,000;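 active = B-score of the integrated calcium signal more than 4 SD below the library mean, with starting fluorescence not abnormally high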;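 note: negative B-score means reduced calcium response which marks RGS4 activation or potentiation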
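Detection: kinetic calcium fluorescence imaging with Fluo4-AM dye, 2 µM / Material: HEK293 cells with stable M3R and inducible RGS4 / Schedule: recording 10 s baseline at 1 Hz, 100 s post-agonist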
KCNK9 block – blocks the human KCNK9 two-pore domain potassium channel. hit rate 1.2% among 310,000. B-score at 10 µM. HEK293 KCNK9, FluxOR thallium flux fluorescence; hits give low values. Q9NPC2;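 active = ratio B-score over 3 SD below the library mean, with starting fluorescence within 5 SD of its mean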;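 note: negative B-score means less thallium flux so channel inhibition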
TMEM16A act – activates or potentiates the mouse TMEM16A chloride channel. hit rate 0.3% among 340,000. B-score at 10 µM. Q8BHY3. AID 623877. HEK293 TMEM16A/YFP-H148Q/I152L, iodide quench fluorescence; hits give low values;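 active = fluorescence-ratio B-score plate-corrected deviation score at least 3 library SD below zero, with starting fluorescence score within 5 deviations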;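 note: channel opened by trigger with iodide after compound preincubation; score built on the fluorescence ratio of max minus min over baseline; more negative score means more quench and so TMEM16A activation or potentiation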
KCNQ1 act – potentiates or activates the human KCNQ1 potassium channel; P51787; CHO-K1 KCNQ1, thallium flux FluxOR fluorescence; hits give high values; B-score at 10 µM; hit rate 0.35% among 310,000; AID 2648;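 active = fluorescence ratio B-score, a plate-corrected score, at least three library SD, with initial intensity B-score within 5 SD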
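assay system = KCNQ1-transfected CHO-K1 cells | medium = assay buffer with matched DMSO | probe or stimulus = depolarizing K+/Tl+ stimulus, K2SO4 and Tl2SO4 each 12.5 mM in 5x stock | dosing = single dose | incubation = dye 90 min, compound 20 min, room temperature | detection = kinetic FluxOR fluorescence, 10 s baseline plus 110 s post-stimulus | evaluation = ratio B score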
* hit, by the source's call; i = inactive; . = no result given.

SMILES | RGS4 block | MrgX1 PAM | hERG protect | MrgX1 agonist | KCNQ1 block | TMEM16A inh | KCNK3 inh | RGS4 act | KCNK9 block | TMEM16A act | KCNQ1 act
O=C(NCCc1ccccc1)c1ncn[nH]1 | i | i | -6 | i | i | i | i | i | i | i | i
Cc1ccc(C(=O)Nc2ccc3c(c2)CCC3)cc1 | i | i | -4 | i | i | i | i | i | i | i | i
Cc1ccc(NC(=O)C2CCN(S(=O)(=O)c3cccc(C(F)(F)F)c3)CC2)nc1 | i | i | -10 | i | i | i | i | i | i | i | i
COc1ccc(C(C(=O)NC2CCCC2)N(C(=O)c2ccco2)c2ccccc2C(C)=O)cc1OC (configuration not stated) | i | i | -5 | i | i | i | i | i | i | i | i
O=Nc1c(O)n(Cc2cccc(C(F)(F)F)c2)c2ccccc12 | i | i | -12 | i | i | i | i | i | i | i | i
CCN(CC)c1ccc2cc(C(N)=O)/c(=N\NC(=O)c3ccncc3)oc2c1 | i | i | -19 | i | i | i | . | i | i | . | i
CC(=O)N(CN1C(=O)c2ccccc2C1=O)c1ccc2c(c1)oc1ccccc12 | i | i | -12 | i | i | i | i | i | i | i | i
Cc1ccc(NC(=O)/C(=C/C=C/c2ccccc2)NC(=O)c2ccccc2)cc1 | i | i | -5 | i | i | i | i | i | i | i | i
O=C(Nc1ccc2c(c1)CCC2)c1cccc(S(=O)(=O)Nc2ccccc2Cl)c1 | i | i | -14 | i | i | i | i | i | i | i | i
O=C1NC(=O)c2cc(Br)cc3cccc1c23 | i | i | -7 | i | i | i | i | i | i | i | i
Nc1nonc1C(=O)NCCNC(=O)c1ccc(Cl)c(Cl)c1 | i | i | -6 | i | i | i | i | i | i | i | i
CC1(C)c2ccccc2N2CC(=O)N(CC(N)=O)C21C (configuration not stated) | i | i | -9 | i | i | i | i | i | i | i | i
O=C(Cn1ccc2ccccc2c1=O)NCCC(=O)N1CCN(C2CCCCC2)CC1 | i | i | -8 | i | i | i | i | i | i | i | i
C=CCCC(=O)N1CCCC(C(=O)c2cccc(OC)c2)C1 (configuration not stated) | i | i | 1 | i | i | i | i | i | i | i | i
Cc1cnc(NC(=O)CSc2nnc(C)n2N)s1 | i | i | -4 | i | i | i | i | i | i | i | i
CC(NC(=S)Nc1ccc(S(N)(=O)=O)cc1)c1ccc2c(c1)OCO2 (configuration not stated) | i | i | -12 | i | i | i | i | i | i | i | i
Cc1cc(C)n(C(=O)c2nn(C)c(C)c2[N+](=O)[O-])n1 | i | i | -3 | i | i | i | i | i | i | i | i
COc1ccc(S(=O)(=O)NCC2CCC(C(=O)O)CC2)cc1 (configuration not stated) | i | i | -3 | i | i | i | i | i | i | i | i
COc1cc(/C=C/c2nc3ccccc3c(=O)[nH]2)cc(OC)c1OC | i | i | -10 | i | i | i | i | i | i | i | i
O=C(NC1CCN(C(=O)Nc2ccccc2Cl)CC1)c1cccc(F)c1 | i | i | -15 | i | i | i | i | i | i | i | i
COC(=O)CCC(=O)OC1(C)C(=O)C=C2C=C(C3CC3)N(Cc3ccco3)C=C2C1=O (configuration not stated) | i | i | -3 | i | i | i | i | i | i | i | i
CC1CCCN(c2sc(S(C)(=O)=O)nc2S(=O)(=O)c2ccc(Cl)cc2)C1 (configuration not stated) | i | i | -5 | i | i | i | i | i | i | i | i

12 entries out of the list, ordered by molar mass, low to high:
SMILES | RGS4 block | MrgX1 PAM | hERG protect | MrgX1 agonist | KCNQ1 block | TMEM16A inh | KCNK3 inh | RGS4 act | KCNK9 block | TMEM16A act | KCNQ1 act
Cc1ccc(C(=O)Nc2ccc3c(c2)CCC3)cc1 | i | i | -4 | i | i | i | i | i | i | i | i
CC1(C)c2ccccc2N2CC(=O)N(CC(N)=O)C21C (configuration not stated) | i | i | -9 | i | i | i | i | i | i | i | i
O=C1NC(=O)c2cc(Br)cc3cccc1c23 | i | i | -7 | i | i | i | i | i | i | i | i
Cc1cnc(NC(=O)CSc2nnc(C)n2N)s1 | i | i | -4 | i | i | i | i | i | i | i | i
O=Nc1c(O)n(Cc2cccc(C(F)(F)F)c2)c2ccccc12 | i | i | -12 | i | i | i | i | i | i | i | i
Nc1nonc1C(=O)NCCNC(=O)c1ccc(Cl)c(Cl)c1 | i | i | -6 | i | i | i | i | i | i | i | i
CCN(CC)c1ccc2cc(C(N)=O)/c(=N\NC(=O)c3ccncc3)oc2c1 | i | i | -19 | i | i | i | . | i | i | . | i
Cc1ccc(NC(=O)/C(=C/C=C/c2ccccc2)NC(=O)c2ccccc2)cc1 | i | i | -5 | i | i | i | i | i | i | i | i
CC(=O)N(CN1C(=O)c2ccccc2C1=O)c1ccc2c(c1)oc1ccccc12 | i | i | -12 | i | i | i | i | i | i | i | i
O=C(Cn1ccc2ccccc2c1=O)NCCC(=O)N1CCN(C2CCCCC2)CC1 | i | i | -8 | i | i | i | i | i | i | i | i
CC1CCCN(c2sc(S(C)(=O)=O)nc2S(=O)(=O)c2ccc(Cl)cc2)C1 (configuration not stated) | i | i | -5 | i | i | i | i | i | i | i | i
COc1ccc(C(C(=O)NC2CCCC2)N(C(=O)c2ccco2)c2ccccc2C(C)=O)cc1OC (configuration not stated) | i | i | -5 | i | i | i | i | i | i | i | i
